# hcGAS lum: human cGAS inhibition | recombinant h-cGAS, ATP depletion, Kinase-Glo luminescence | inhibition, % at 12.5 µM | 0.081% of 290,000 active | AID 1259398;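 also: 0% = vehicle reaction and 100% = reaction without DNA for no activity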
# Target sequence (Q8N884 whole entry, looked up): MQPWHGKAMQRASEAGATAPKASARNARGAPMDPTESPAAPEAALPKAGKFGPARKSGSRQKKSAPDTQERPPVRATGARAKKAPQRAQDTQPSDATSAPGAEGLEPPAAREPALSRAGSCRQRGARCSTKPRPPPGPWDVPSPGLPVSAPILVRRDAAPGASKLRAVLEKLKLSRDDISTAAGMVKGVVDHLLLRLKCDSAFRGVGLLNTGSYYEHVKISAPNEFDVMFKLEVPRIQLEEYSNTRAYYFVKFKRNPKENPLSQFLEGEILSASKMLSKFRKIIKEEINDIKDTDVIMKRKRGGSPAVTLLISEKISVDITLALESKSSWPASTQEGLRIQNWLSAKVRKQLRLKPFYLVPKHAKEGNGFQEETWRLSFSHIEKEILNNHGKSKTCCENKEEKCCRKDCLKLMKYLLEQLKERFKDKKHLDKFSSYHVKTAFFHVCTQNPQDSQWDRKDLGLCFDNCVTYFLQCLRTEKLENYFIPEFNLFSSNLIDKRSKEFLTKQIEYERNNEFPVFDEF
# mcGAS lum: inhibitors of mouse cGAS. Q8C6L5. recombinant cGAS, Kinase-Glo ATP depletion luminescence. inhibition, % at 12.5 µM. 0.15% of 160,000 active. AID 1259399;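 also: 0% = negative control wells and 100% = reference inhibitor with no enzyme activity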
# NPYLR7 agonist: activates Aedes aegypti NPYLR7 receptor | AID 1259423 | 0.15% of 270,000 active | HEK293T NPYLR7/Galpha15, GCaMP6s calcium fluorescence | activation, % at 10 µM; in the data active = activation above about 40%;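 also: 0% = vehicle and 100% = reference agonist at the receptor; some compounds past the cut are filed as inactive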
# An asterisk follows results filed as active; · = no result given; & = joins results of further samples. Rule as the data show it, unless noted: active = inhibition above about 40%; inactive = the rest. Some of the compounds tested, so the mix of outcomes need not match the whole.
smiles | hcGAS lum | mcGAS lum | NPYLR7 agonist
Cc1cccc(-n2nc(C(C)(C)C)c3c2N(CC(=O)NCC2CCCO2)C(=O)CSC3c2cccc(Cl)c2)c1C (stereo not given) | 0 | 2 | -5
CSc1ccc(C(=O)C2CCCN(Cc3nc(C(C)C)cs3)C2)cc1 (stereo not given) | -3 | -7 | 7
COc1cc(OC)nc(N2CCN3CCN(C)CC3C2)n1 (stereo not given) | -6 | · | 12
CC(C)=CC(=O)Nc1ccc2[nH]cc(CCN3CCc4ccccc4C3)c2c1 | -3 | -7 | 25
CCOC(=O)[C@@H]1[C@H]2c3ccccc3NC(=O)[C@H]2N(C(=O)COC)[C@@H]1c1ccccc1 | -9 | -9 | 0
CC1(C)N=C(c2cccnc2)N(O)C1(O)c1ccccc1 (stereo not given) | -5 | · | -17
CCOC(=O)[C@H]1CN(C(=O)COC(C)=O)[C@]2(C)C(=O)N(CC3CC3)c3ccccc3[C@H]12 | -6 | -6 | 3
Cc1nn(Cc2ccc(F)cc2)c(Cl)c1C(=O)O | -7 | -7 | 10
FC(F)(F)c1cccc(-c2cccc3c2CCNC3)n1 | -2 | -14 | 4
O=S(=O)(c1ccc(Br)cc1)N1CCN(CCOC(c2ccccc2)c2cccc(C(F)(F)F)c2)CC1 (stereo not given) | -11 | -9 | 4
Cc1cc(C)cc(NC(=O)c2cc3cccnc3n(Cc3ccccc3F)c2=O)c1 | -11 | · | 13
CC(C)C(C(=O)Nc1ccc(Cl)nn1)N1CCCC1=O (stereo not given) | -9 | · | 4
CN(CCC(N)CC(=O)N[C@H]1C=CC(n2ccc(N)nc2=O)O[C@@H]1C(=O)O)C(=N)N (stereo not given in full) | 3 | 0 | -5
CCCN(CCC)CP(=O)(OCC)OCC | -4 | -8 | -7
N#Cc1cnn2c(C(F)(F)F)cc(-c3cccs3)nc12 | -4 | · | 0
COc1c(CC=C(C)C)c2c(c3oc(=O)c(-c4ccc(O)cc4)c(O)c13)C=CC(C)(C)O2 | -4 | · | -4
COc1ccc(C(=O)C2CCCN(CCn3cc(Cl)cn3)C2)cc1F (stereo not given) | -6 | -15 | 6
CC(C)=CC(=O)Nc1ccc2[nH]cc(CCN3CCOCC3)c2c1 | -4 | -2 | 1
COC[C@]12CN(C=O)C3[C@@H]4[C@H](OC)C1[C@]3(C1CC3(O)C(OC)C(O)C4(OC(C)=O)C1C3OC(=O)c1ccccc1)[C@@H](OC)C[C@H]2O (stereo not given in full) | -4 | -4 | -10
O=C(c1nn(Cc2ccc(S(=O)(=O)N3CCOCC3)cc2)c2ccccc12)N1CCN(C(=O)C2CCCO2)CC1 (stereo not given) | -5 | -4 | 15
N#Cc1ccccc1NC(=O)c1cccn(Cc2c(F)cccc2Cl)c1=O | -11 | · | 17
COC(=O)c1ccc(CN2CCC3(CC2)C(=O)NCN3c2ccccc2)o1 | -5 | -5 | -17
Cc1ccc(C(=O)Nc2ccc(N3CCC(NC(C)Cc4cccnc4)CC3)cc2)c(C)c1 (stereo not given) | -7 | -13 | 21
N#CC(C#N)=Cc1ccc2c(c1)OCCO2 | 1 | · | -7
CN(C)c1ccc(P(=O)(N(C)C)N(C)C)cc1 | -5 | · | -4
COc1ccc2[nH]c3c(c2c1)CCNC3 | 2 | -1 | 1
CCc1ccc(N2C(=O)CC(=O)NC2=S)cc1 | 1 | · | 9
CC1(C)C(c2ccccc2)=NC(c2cccnc2)=[N+]1[O-] | -5 | -7 | 2
CCCNc1nc(SCCC)nc2c1cnn2CCN | -5 | · | -3
COCCNC(=O)C1CC=CCC1C(=O)N1CCC(C#N)(c2ccccc2)CC1 (stereo not given) | -6 | -3 | -8
Clc1ccc(Cl)cc1 | -6 | · | -2
O=C(COc1ccccc1)N(CCN1CCOCC1)CC(=O)N(Cc1ccc(F)cc1)Cc1cccs1 | -4 | -3 | -4
Cc1ccccc1-n1nc(-c2ccccc2)c2c1N(CC(=O)NC1CC1)C(=O)CSC2c1ccsc1 (stereo not given) | -2 | -5 | 14
CCCCn1cc(C(=O)N2CC(C)OC(C)C2)c2cccnc21 (stereo not given) | -5 | -2 | -1
COCCn1c(C(=O)Nc2nnc(C3CC3)s2)cc2ccccc21 | -8 | · | 2
Cc1cnc(CNC(=O)c2nn(Cc3ccc(OCc4ccccc4)cc3)c3ccccc23)cn1 | -7 | -5 | 20
COCc1nc(-c2cccc(CN3CCN(C(=O)Cc4ccsc4)CC3)c2)no1 | -2 | -1 | -6
OCC12COCN1COC2 | -2 | -3 | -2
O=c1[nH]c(=S)[nH]c(O)c1C1CCS(=O)(=O)C1 (stereo not given) | -4 | · | 5
CC12CN3CC(C)(CN(C1)C31CCOCC1)C2=O | 4 | · | 8
Nc1n[nH]c(Cc2nc(N)n[nH]2)n1 | -1 | · | -13
COc1ccc(S(=O)(=O)NC[C@H]2C[C@@H]3CCN2C[C@@H]3CN2CCOCC2)cc1 | -6 | -6 | -9
COc1cccc(CC(=O)N2CCN(C(c3ccccc3)c3ccc(Br)cc3)CC2)c1 (stereo not given) | -5 | -8 | 20
COc1ccc(Cl)cc1S(=O)(=O)N1CCN(CCOC(c2ccccc2)c2ccc(F)c(F)c2)CC1 (stereo not given) | -5 | 0 | 5
Cc1nc2ccc(Cl)cn2c1P(=S)(N1CCOCC1)N1CCOCC1 | -8 | -6 | 3
CCc1cnc(C)nc1NCc1cnc(C)cc1C | 0 | 0 | 2
CCc1ccc(NC(=O)c2cccn(Cc3ccccc3C)c2=O)cc1 | -9 | · | 19
COc1ccc(CN(C)C(=O)c2cn(C)c3ccccc23)cc1F | -11 | · | 6
N#CCCC(C#N)CN1CCC2(CCOC2)C1 (stereo not given) | -4 | · | 19
CCc1cc(CN2C[C@H](c3cccc(F)c3F)[C@@H]3[C@H]2C2CCN3CC2)[nH]n1 | -6 | · | 6
O=C(O)C(c1c(O)c2ccccc2oc1=O)c1c(O)c2ccccc2oc1=O | 7 | 4 | 13
CCCn1c(N)c(C(=O)C(C)NCCO)c(=O)n(C)c1=O (stereo not given) | -2 | · | 18
C#CCN(C)[C@H](C)Cc1ccccc1 | -4&-3&2 | · | -11&4&-6
N#Cc1ccc(NC(=O)CN2CCCCCCC2)cc1Cl | -3 | · | -1
COc1ccc(Cl)cc1C(=O)C1CCCN(Cc2cccnc2)C1 (stereo not given) | -1 | -3 | 6
CC(C)C(NC(=O)c1ccccc1F)C(=O)N1CCC2(CC1)OCCO2 (stereo not given) | 4 | · | -1

# Following part
smiles | hcGAS lum | mcGAS lum | NPYLR7 agonist
CC(C)(C)N1NC1C1NN1C(C)(C)C (stereo not given) | -4 | · | 0
COC(=O)c1ccccc1NC(=O)c1cccn(Cc2cccc(C(F)(F)F)c2)c1=O | -10 | · | 20
Cc1ccc(S(=O)(=O)N(CCS(=O)(=O)F)CCS(=O)(=O)F)c(C)c1 | -2 | -2 | -3
CC12CCCCC1N(O)CN2O (stereo not given) | -2 | · | -3
CO[C@H]1C[C@@H]2C[C@H](c3ccccn3)OC[C@]2(O)[C@@H]1N1CC=CCC1 | 6 | 1 | -2
O=C(NC1CCC1)c1nn(Cc2ccc(OC(F)F)cc2)c2ccccc12 | -5 | -5 | 19
c1ccc2c(c1)[I+]c1ccccc1-2 | 8&5 | 4 | -12&-2
CC(Nc1ccc([N+](=O)[O-])c2cnccc12)C12CC3CC(CC(C3)C1)C2 (stereo not given) | 1 | · | 18
Cc1ccccc1C1SCC(=O)N(CC(=O)O)c2c1c(C(C)(C)C)nn2-c1cccc(C)c1C (stereo not given) | 0 | -3 | 1
Cc1ccc(C)c(Cn2cccc(C(=O)Nc3ccccc3C)c2=O)c1 | -8 | · | 13
NC(Cc1c(F)cccc1Cl)c1ccccc1Br (stereo not given) | -5 | -17 | 4
Clc1cccc(C2CC(c3cccnc3)=Nc3nnnn32)c1 (stereo not given) | -14 | · | 25
CNc1ncccc1C(=O)N1CCC2(CCN(C)C2)CC1 | -8 | · | 19
O=C(Nc1cccc(Cl)c1)C(C1CCCC1)N1CCN(C(=O)Cc2ccccc2)CC1 (stereo not given) | -5 | -5 | -5
Cc1ccsc1C(=O)C1CCCN(Cc2ccn[nH]2)C1 (stereo not given) | 0 | -3 | 1
C=CCn1cc(CNCCc2ccc(F)cc2)c(C)n1 | -3 | · | -1
CN=C1CN(O)C(c2ccccc2)=c2cc(Cl)ccc2=N1 | -2 | · | -4
O=c1cccc2n1CC1CC2CN(CC(O)CN2CC3CC(C2)c2cccc(=O)n2C3)C1 (stereo not given) | -2 | -2 | 4
CCOP(=S)(OCC)SCOC(=O)NCC(=O)OC | -10 | · | 4
O=[N+]([O-])c1cc(C(F)(F)F)cc2c1no[n+]2[O-] | 0 | · | 10
Cc1nc(-c2cccs2)cc([C@H]2CN3CC[C@H]2C[C@@H]3CNC(=O)C2CC2)n1 | -5 | -8 | -7
Cn1cccc1C(=O)NP(=O)(N1CCCCCC1)N1CCCCCC1 | -7&-9 | · | 3&2
CCCN(CCC)[C@@H]1CCc2c(OC)cccc2[C@@H]1C | -7 | · | 3
CC(C)(C)c1nn(-c2cccc(Cl)c2)c2c1C(c1cccc(F)c1)SCC(=O)N2CC(=O)NCc1ccccn1 (stereo not given) | -4 | -6 | 16

# Entries of single compounds from above.
# `Cc1nc(-c2cccs2)cc([C@H]2CN3CC[C@H]2C[C@@H]3CNC(=O)C2CC2)n1` as listed: hcGAS lum = -5; mcGAS lum = -8; NPYLR7 agonist = -7
# `COc1cc(OC)nc(N2CCN3CCN(C)CC3C2)n1` (stereo not given) as listed: hcGAS lum = -6; mcGAS lum = ·; NPYLR7 agonist = 12
# `CCc1cnc(C)nc1NCc1cnc(C)cc1C` as listed: hcGAS lum = 0; mcGAS lum = 0; NPYLR7 agonist = 2

# (cont.)
smiles | hcGAS lum | mcGAS lum | NPYLR7 agonist
Cc1cccc(-c2ncc(CN3C[C@H]4CC[C@H]3C4)cn2)c1 | -7 | -12 | 3
C=CCc1ccc(OC)cc1 | -3 | -4 | -8
Cc1ccc(CN2CCCC(C(=O)c3cccc(Cl)c3)C2)o1 (stereo not given) | 5 | -2 | -1
Cc1ccc(C)c(Cn2cccc(C(=O)Nc3ccc(F)c(F)c3F)c2=O)c1 | 4 | · | 27
CCOC(=O)[C@@H]1[C@@H](c2ccccc2)CN2CCN(C(=O)Nc3ccccc3)C[C@H]12 | -9 | -2 | 7
O=S(=O)(c1ccc(O)cc1)c1ccc(O)cc1 | -4 | -2 | -6
O=c1cccc2n1CC1CNC[C@H]2C1 | -6 | · | -3
CNCCN1C(=O)CC[C@H]2CN(Cc3c(C)noc3C)CC[C@H]21 | 0 | -2 | ·

# Random excerpt: two compounds from above
smiles | hcGAS lum | mcGAS lum | NPYLR7 agonist
O=c1cccc2n1CC1CNC[C@H]2C1 | -6 | · | -3
Cc1ccc(C)c(Cn2cccc(C(=O)Nc3ccc(F)c(F)c3F)c2=O)c1 | 4 | · | 27

# Later entries
smiles | hcGAS lum | mcGAS lum | NPYLR7 agonist
COc1ccccc1-n1c(C(C)NCCc2ccccc2)nc2ccccc2c1=O (stereo not given) | -2 | · | 4
O=C(CCC(F)(F)F)N1CCCC2(CCNC2)C1 (stereo not given) | -4 | -18 | 7
CCCCCCNC(C)c1nc2ccccc2c(=O)n1-c1ccccc1OCC (stereo not given) | -6 | · | -1
Cc1ccccc1OCC(=O)N1CCN(Cc2cccc(-c3noc(-c4ccccc4)n3)c2)CC1 | 3 | 2 | 6
O=C1CCCN1CC(=O)N1CC[C@H]2CC[C@@H](C1)N2 | -6 | · | 1
CC(C)Cn1cc(C(=O)NCC2CCCN2C)c2ccccc21 (stereo not given) | -15 | · | -2
CCCCP(=S)(C(C)C)C(C)C | -1 | · | -9
Cc1nn(CCNC(C)Cn2ccnc2)c(C)c1Cl (stereo not given) | -5 | · | 30
O=C1NC(=S)NC(=O)C1=Cc1cccc2ccccc12 | -2 | -5 | 6
O=C(c1ccn2nnnc2c1)N1CCC2(CCCNC2)C1 (stereo not given) | -4 | · | -1
CN1CCc2cc(O)cc3c2[C@H]1Cc1ccc(O)c(O)c1-3 | -2 | 8 | 1
O=C(NC(=O)c1ccccc1Cl)Nc1ccc(OC(F)(F)F)cc1 | -5 | · | 6
CN1CCN2CCN(c3cc(C(F)(F)F)ccn3)CC2C1=O (stereo not given) | -3 | · | 7
CN1CCN2CCN(Cc3ncc[nH]3)CC2C1=O (stereo not given) | -8 | · | 15
Cc1nc(C2CCCN(c3ccc(C#N)c(C(F)(F)F)c3)C2)no1 (stereo not given) | 4 | · | -6
O=C(Cc1ccsc1)N1CCCC(N2CCN(Cc3ccc4c(c3)OCO4)CC2)C1 (stereo not given) | -6&-1 | · | 11&6
CCC1N=C(c2ccccc2)c2cc(Br)ccc2NC1=O (stereo not given) | 2 | · | -2
Cc1ccnc(CC(C)N(C)Cc2cccc3nsnc23)c1 (stereo not given) | -2 | 0 | -1
COc1ccc(OC)c2sc(N3CCNCC3)nc12 | -1 | · | -4
COc1cccc([C@@H]2CCN(CCC(C)(C)C)C[C@H]2O)c1 | -5 | · | 1
CN(C)c1ccc(C2CC2N)cc1 (stereo not given) | 2 | · | -6
O=C(Cc1ccc(Cl)c(Cl)c1)N1CCCCC1CN1CCCC1 (stereo not given) | 2 | -4 | 1
N#CCCn1cc(C(=O)NCc2ccccc2)c(-c2ccc3c(c2)OCCO3)n1 | -5 | -6 | 0
Oc1ccccc1N1CCN(Cc2c(F)cccc2Cl)CC1 | -7 | -10 | 2
Cc1cccc(CN(C)C)c1OC(=O)N(C)C | -6 | · | 17
CN1CC(CNC(=O)OCc2ccccc2)CC2c3cccc4c3c(cn4C)CC21 (stereo not given) | 1 | · | 19
O=C(c1cccnc1)N1C[C@@H](c2cccc(F)c2F)[C@@H]2[C@H]1C1CCN2CC1 | -4 | · | 14
O=C(O)c1cc[c]([Hg][Cl])cc1 | -2 | -3 | 7
COC(=O)C(c1ccccc1)C1CCCCN1 (stereo not given) | -4 | · | -1
Cc1nc(C2CCN(CC3[C@H]4CNC[C@@H]34)CC2)cc(=O)[nH]1 (stereo not given in full) | -7 | -3 | ·

# Source: PubChem (Fisher Drug Discovery Resource Center)
